M4 PAM = positive allosteric modulators of human muscarinic M4 receptor. AID 624126. 360,000 compounds, 0.4% hits. activation, % at 3 µM. CHO-K1 hM4/Gqi5, Fluo-8 calcium fluorescence, ACh EC20; 0% = ACh EC20, 100% = maximal ACh;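 active = activation above its plate's cutoff, the mean activation of sample wells plus 3 SD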; also: some results filed as inactive read as strong as hits
Target sequence (P08173 whole entry, looked up): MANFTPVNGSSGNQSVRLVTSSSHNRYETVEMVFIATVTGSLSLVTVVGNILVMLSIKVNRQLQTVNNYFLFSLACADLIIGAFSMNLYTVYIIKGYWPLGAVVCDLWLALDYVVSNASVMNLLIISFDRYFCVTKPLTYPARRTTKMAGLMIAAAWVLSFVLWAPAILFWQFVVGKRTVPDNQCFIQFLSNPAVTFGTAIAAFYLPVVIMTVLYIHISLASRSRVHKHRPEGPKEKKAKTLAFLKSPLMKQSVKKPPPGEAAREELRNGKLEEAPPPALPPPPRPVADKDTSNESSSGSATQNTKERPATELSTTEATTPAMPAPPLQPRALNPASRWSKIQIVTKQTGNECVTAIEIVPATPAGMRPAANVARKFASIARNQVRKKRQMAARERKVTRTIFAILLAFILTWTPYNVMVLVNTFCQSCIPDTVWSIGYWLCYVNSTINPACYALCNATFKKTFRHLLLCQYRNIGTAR
CHRM5 antagonist = antagonists of human muscarinic M5 receptor (CHRM5). P08912. CHO-hM5 cells, Fluo-8 calcium fluorescence, ACh EC80. inhibition, % at 3 µM. 360,000 compounds, 0.59% hits. AID 624040;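 active = inhibition above a per-plate cutoff, the mean of that plate's test compounds plus 3 SD, cut at about 27% in these data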;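 also: 0% = acetylcholine EC80 with DMSO and 100% = DMSO without agonist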
Target sequence (P08912 whole entry, looked up): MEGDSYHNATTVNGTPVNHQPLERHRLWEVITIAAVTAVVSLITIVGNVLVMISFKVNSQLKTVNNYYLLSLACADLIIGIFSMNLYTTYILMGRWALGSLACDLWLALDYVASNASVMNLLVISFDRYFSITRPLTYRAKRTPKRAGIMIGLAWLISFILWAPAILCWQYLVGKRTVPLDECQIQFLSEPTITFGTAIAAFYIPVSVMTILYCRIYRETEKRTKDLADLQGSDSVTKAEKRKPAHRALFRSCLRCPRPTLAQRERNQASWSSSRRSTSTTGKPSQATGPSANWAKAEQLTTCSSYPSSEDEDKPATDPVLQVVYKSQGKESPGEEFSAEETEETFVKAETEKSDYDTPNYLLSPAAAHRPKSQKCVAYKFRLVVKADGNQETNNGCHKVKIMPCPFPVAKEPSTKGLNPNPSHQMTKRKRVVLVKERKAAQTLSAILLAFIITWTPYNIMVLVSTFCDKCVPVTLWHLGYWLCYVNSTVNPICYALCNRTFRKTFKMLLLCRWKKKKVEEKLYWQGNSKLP
CHRM4 antagonist = blocks acetylcholine activation of human M4 receptor. inhibition, % at 3 µM. CHO-hM4 cells, ACh EC80, Fluo-8 calcium fluorescence. P08173. 360,000 compounds, 0.73% hits;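 active = inhibition above its plate's cutoff, the mean inhibition of sample wells plus 3 SD, cut at about 27% in these data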;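 also: 0% = acetylcholine EC80 with DMSO and 100% = DMSO without agonist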
M4 ag = CHRM4 agonism in calcium assay; CHO-K1 hM4/Gqi5, Fluo-8 calcium fluorescence; vehicle 0%, full acetylcholine response 100%; activation, % at 3 µM; 360,000 compounds, 0.14% hits;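 active = activation above the run mean over all test wells plus 3 SD, cut at about 32% in these data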;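 also: peak over basal fluorescence ratio per well then scaled between controls; 0% = DMSO wells and 100% = acetylcholine at EC100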
CRFBP-R2 agonist = CRF-BP/CRF-R2 complex agonism. activation, % at 13.2 µM. HEK293 CRF-R2/CRF-BP, calcium dye fluorescence (FLIPR); percent of saturating CRF peptide response. AID 588473. 350,000 compounds, 0.46% hits;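 active = activation of at least 50%, plus an integration ratio under a set limit after plate pattern correction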;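 also: plate controls were neutral control wells without compound for no effect and CRF at EC100 for full effect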
IDE cell inh = inhibits human insulin-degrading enzyme in HEK cells | P14735 | 320,000 compounds, 0.41% hits | inhibition, % at 5.59 µM | FAbetaB cleavage, fluorescence polarization;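 active = percent inhibition above the average of all tested compounds plus 3 SD, set per screening campaign, cut at about 16% in these data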;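 also: IDE supplied by intact live HEK cells; FP after avidin binding of uncleaved biotin substrate so inhibition keeps polarization high; 0% = DMSO wells and 100% = 60 µM reference IDE inhibitor Ii1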
M5 PAM = positive allosteric modulators of human muscarinic M5 receptor | activation, % at 3 µM | 360,000 compounds, 0.3% hits | CHO-K1 hM5, Fluo-8 calcium, ACh EC20 PAM; 0% = ACh EC20, 100% = ACh EC100 | P08912;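 active = activation above the run cutoff, the mean activation of all test compounds plus 3 SD, cut at about 18% in these data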
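System: CHO-K1 cell line with stable human muscarinic M5 receptor expression | Also added: EC20 acetylcholine as agonist stimulus | Compound: One concentration, 3 µM final (nominal) | Timing: Fluo-8 loading 80 min at 37 °C plus 30 min room temperature | Measured by: Fluo-8 calcium dye fluorescence, kinetic read | Read-out basis: % activation, ACh-normalized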
CRFR2-BP antag = CRF-BP/CRF-R2 complex antagonism. HEK293 CRF-R2/CRF-BP, CRF-induced calcium fluorescence. inhibition, % at 11.8 µM. 350,000 compounds, 0.59% hits;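 active = inhibition of the ligand-induced calcium signal above about 50% at the single tested concentration, limit read from the data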
M5 ag = agonists of human muscarinic M5 receptor (CHRM5); P08912; CHO-K1 hM5 cells, Fluo-8 calcium fluorescence; 0% DMSO wells, 100% maximal acetylcholine response; activation, % at 3 µM; 360,000 compounds, 0.19% hits;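 active = activation above the run's mean over test compounds plus 3 SD, cut at about 23% in these data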;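 also: signal is peak over basal fluorescence ratio across the kinetic read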
The depositor's hits bear a star; / = not tested or not shown.

SMILES	M4 PAM	CHRM5 antagonist	CHRM4 antagonist	M4 ag	CRFBP-R2 agonist	IDE cell inh	M5 PAM	CRFR2-BP antag	M5 ag
COc1ccc(NC(=O)Nc2ccc3c(c2)C(=O)N([C@H](C)CO)C[C@H](C)[C@@H](CN(C)S(=O)(=O)c2ccc(OC)cc2)O3)cc1	7	13	2	1	-3.0	4	-3	8	-7
O=C(NCCOCCOCCNC(=O)c1ccccc1)c1ccccc1	-3	0	1	1	1.0	-7	1	6	-2
Cc1ccc(S(=O)(=O)N2CC=C(N)N2)cc1	-1	13	1	0	-5.6	/	-1	-4	-4
Cc1ccc(-n2c(C)cc(=O)cc2C)cc1[N+](=O)[O-]	-8	8	-1	1	-0.4	5	4	-4	-3
Cc1ccc(S(=O)(=O)N2CCN(S(=O)(=O)N3CCOCC3)CC2)cc1	0	1	11	-1	0.1	3	-3	-11	1
Oc1oc(C=Nc2ccc(F)cc2F)c2ccccc12	-1	7	-9	1	-1.4	4	-6	5	-2
Cc1ccc(C)c(N(CC(=O)N(C)C)S(C)(=O)=O)c1	4	1	6	0	2.6	4	4	-11	1
CCOCC(=O)Nc1ccc(S(=O)(=O)Nc2ncccn2)cc1	7	-9	-5	0	0.6	-1	0	-1	-1
Cc1ccccc1N1C(=O)C(Oc2ccc(Cl)cc2)C1CNCCCOC(C)C (stereo not given)	-2	4	5	14	2.0	-5	-10	-16	-1
CCOc1c2ccccc2nn1CCO	6	-3	-6	0	-1.1	-1	4	-7	2
O=C(Cc1cccs1)Nc1nnc(SCc2cccc3ccccc23)s1	2	0	-6	0	26	-1	-7	-26	-2
COC(=O)c1ccc(S(=O)(=O)N2CCCCC2)o1	-2	3	0	0	-1.6	4	-2	18	0
Cc1nn(CC(=O)Nc2ccccn2)c(C)c1[N+](=O)[O-]	1	-2	-10	0	0.7	7	-1	7	2
Cc1ccc(S(=O)(=O)N2[C@@H](c3ccccc3)C(C(=O)O)=CC[C@H]2c2ccc3c(c2)OCO3)cc1	2	6	8	0	1.7	3	-5	6	2
O=C(NCc1ccccc1Cl)C1CCN(S(=O)(=O)c2ccc(-n3cnnn3)cc2)CC1	-9	13	1	8	-0.1	8	-4	12	-4
COc1ccc(-c2nc3cnccn3c2Nc2ccc3c(c2)OCO3)cc1	0	1	2	0	-3.1	2	0	-23	0
CNC(=S)N/N=C/c1ccccc1OCC(=O)O	3	3	7	0	1.3	-2	-1	-11	4
COC(=O)c1ccc(NCC(=O)c2ccccc2)cc1	0	-3	0	1	-1.7	-7	-1	12	1
Cc1ccc(NC(=O)NCc2cccnc2)cc1	1	3	-3	1	-0.1	3	-4	0	-4
C/C(=N\NC(=O)c1cc(-c2ccncc2)nc2ccccc12)c1ccc(N2CCOCC2)cc1	-2	-4	5	2	-0.5	0	0	0	-3

Part of the list above, as comma-separated lines:
molecule,M4 PAM,CHRM5 antagonist,CHRM4 antagonist,M4 ag,CRFBP-R2 agonist,IDE cell inh,M5 PAM,CRFR2-BP antag,M5 ag
CCOc1c2ccccc2nn1CCO,6,-3,-6,0,-1.1,-1,4,-7,2
O=C(Cc1cccs1)Nc1nnc(SCc2cccc3ccccc23)s1,2,0,-6,0,26,-1,-7,-26,-2

The list continues:
SMILES	M4 PAM	CHRM5 antagonist	CHRM4 antagonist	M4 ag	CRFBP-R2 agonist	IDE cell inh	M5 PAM	CRFR2-BP antag	M5 ag
COc1ccc(N/C=C/C(=C(C#N)C#N)N(C)C)cc1	10	6	0	1	1.1	3	1	-23	0
CC(OC(=O)c1ccc(-c2ccc(O)cc2)cc1)C(=O)NC1CCCCC1C (stereo not given)	-3	1	-6	2	-0.5	3	-7	60*	0
N#C/C(=C\c1ccc(O)c(Br)c1)C(=O)N1CCCCC1	-5	12	12	1	-0.7	1	-11	-10	-2
COc1ccccc1CC(=O)NNS(=O)(=O)c1ccccc1[N+](=O)[O-]	-1	3	2	0	0.7	-3	-12	9	-3
CCOC(=O)N1CCN(S(=O)(=O)c2ccc(C(=O)Nc3nc4ccccc4s3)cc2)CC1	7	-13	1	0	-0.5	2	7	23	1
O=C(COC(=O)c1cccnc1Cl)NCC1CCCO1 (stereo not given)	10	0	-3	1	0.7	1	8	-6	0
Cc1cc(C)cc(NC(=O)CN2CCN(CCN=CC3=C(O)CC(C)(C)CC3=O)CC2)c1	1	-1	-1	0	1.4	4	-1	-21	-2
OC(c1ccc(CN2CCCCC2)cc1)c1ncc(-c2ccccc2)[nH]1 (stereo not given)	-4	0	-5	0	/	/	1	/	-2
CC(C)NC(=O)N(C)C[C@@H]1Oc2c(NS(=O)(=O)c3ccccc3)cccc2C(=O)N([C@@H](C)CO)C[C@@H]1C	7	4	-3	2	-1.2	3	4	3	2
Cc1cc(/C=C2\SC(=O)N(C)C2=O)c(C)n1-c1cccc(C(=O)O)c1	5	3	0	1	1.8	1	3	-15	-2
CN(C)C(CNc1ccc([N+](=O)[O-])cc1C#N)c1ccccc1 (stereo not given)	-5	10	6	1	-1.2	5	1	8	-2
Cc1c(Cl)cccc1NC(=O)Cn1c(-c2ccc(F)cc2)noc1=O	-6	8	7	2	5.0	6	-4	-28	2
Nc1nccc(SCc2ccc(Cl)cc2Cl)n1	1	5	-7	1	-0.4	/	4	-19	1
COCCNC(=O)CN(C(=O)Cn1nnc2ccccc21)c1ccc(C)c(F)c1	5	-2	-8	1	5.6	-2	-5	-3	-3
Cc1ccc(-c2nnn(CC(=O)N(CCN3CCOCC3)C(C(=O)NC(C)(C)C)c3ccc(C)o3)n2)cc1 (stereo not given)	6	3	-4	0	-0.1	3	2	-10	2
CCOC(=O)CNC(=O)c1ccc2[nH]c3ccccc3c2c1	2	1	4	1	0.2	6	2	-11	0
Cn1c(=O)n(CCc2ccccc2)c2ccccc21	5	12	-14	0	0.5	5	0	2	-8
Cc1c(C=O)c2ccccc2n1CC(=O)NC(C)c1ccccc1 (stereo not given)	6	3	-10	3	2.1	-3	-8	-14	-2
O=c1oc(/C=C/c2ccccc2)nc2sc3c(c12)CCC3	0	-2	-13	0	2.5	1	-3	5	-2
COc1ccc2c(=O)c3ccccc3oc2c1	5	7	-3	1	-1.0	-4	-1	-2	-2
COCc1cc(N2CCCCC2)nc(-c2ccccc2)n1	6	-3	0	0	-0.1	0	-2	-48	-2
CC(C)[C@H](NC(=O)c1ccco1)C(=O)NC12CC3CC(CC(C3)C1)C2	4	13	-7	0	-4.4	8	-1	7	0
O=C(N[C@@H]1CC[C@H](CCn2cc(-c3ccccn3)nn2)O[C@@H]1CO)c1ccncc1	7	3	-2	1	/	/	-1	/	-1
O=C(COC(=O)c1cc([N+](=O)[O-])ccc1N1CCOCC1)NCc1ccc(F)cc1	2	1	-6	4	-5.4	1	2	3	-4
O=C(CC(=O)NC1CCCCC1)N/N=C/c1ccccc1Cl	8	9	1	0	-1.7	3	-3	4	-2
COc1ccc(NC(=O)CN(C)C(=O)CNC(=O)c2ccc(C)s2)cc1	1	6	0	0	-0.4	-4	2	-10	-3
CCOC(=O)CSc1nc2ccccc2n2c(C)nnc12	1	0	3	1	-1.9	-3	1	7	-5
Cc1ccccc1OCc1nnc(SCC(=O)Nc2c(C)n(C)n(-c3ccccc3)c2=O)n1-c1ccccc1	2	-7	-6	0	0.0	4	2	2	-1
CC(C)N1CSC(=S)N(Cc2ccccc2)C1	11	-16	-5	1	-1.7	10	18*	-1	5
C=CCn1c(Cc2cccs2)nnc1SCC(=O)Nc1ccc(C(=O)OCC)cc1	8	5	-4	2	-0.1	11	-4	-11	-1
COc1ccc(C[C@@H]2CN3C(=NC[C@@H]3C)N2C[C@H](C)NC(=O)c2ccc(C)c(Br)c2)cc1	-6	4	6	0	-1.0	7	8	-3	-12
CCN(CC)C(=O)Cn1cc(C(=O)C(=O)NCCCN2CCOCC2)c2ccccc21	-1	7	6	1	-0.1	-6	-1	6	-4
COc1ccc(NC2CCCN(C(=O)C3=NNC(=O)CC3)C2)cc1 (stereo not given)	4	-1	-7	0	-0.2	/	-1	-8	0
CCn1c(=O)c(C(=O)CC#N)c(N)n(Cc2ccccc2)c1=O	-10	-8	1	1	0.6	2	2	0	4
COc1ccccc1C(=O)NCCC(=O)Nc1ncccc1O	6	4	-11	2	2.6	1	-6	16	-2
COc1ccc(NC(=O)CC2C(=O)N(C)C(=S)N2Cc2cccs2)cc1 (stereo not given)	4	-7	-14	2	-0.6	-4	-6	2	2
COc1cccc(/C=C/C(=C2/C(=O)N(c3ccccc3)N=C2C)c2ccc(C)cc2)c1OC	1	4	3	0	-2.0	5	2	-11	-1
O=S(=O)(NCc1ccc(Cl)cc1)NCc1ccc(Cl)cc1	0	14	2	1	-1.8	6	-3	15	-3
c1ccc(C2=NNC(c3ccccn3)=NN2)nc1	-6	10	3	3	-0.1	0	-1	-1	-2
Cc1cccc(NC(=S)NCc2ccco2)n1	14	-3	-8	0	-0.1	-3	8	-1	-11
Cc1ccc2c(c1)c1c(n2C)-c2[nH]ncc2CC1	13	-4	2	4	0.1	5	2	-68	-1
CCOC(=O)N1CCC(=NNC(=O)c2ccccc2F)CC1	-3	-3	-8	2	-2.5	6	4	34	0
C=C1CCN([C@H](C(=O)NCc2ccc(Cl)cc2)C(C)C)S(=O)(=O)c2ccccc21	-2	7	1	-1	1.7	6	0	-7	-6
C[C@H](CO)N1C[C@H](C)[C@@H](CN(C)C(=O)NC2CCCCC2)Oc2ccc(NC(=O)c3ccncc3)cc2C1=O	6	7	-11	0	-1.1	2	9	4	2
Cc1nnc(NC(=O)CCC(=O)N2CCN(CCOc3cccc4ccccc34)CC2)s1	-2	-4	4	3	-0.6	1	5	-8	3
O=S(=O)(c1ccc(Cl)cc1)N1CCN(CCc2ccccc2)CC1	-3	12	-6	0	0.0	3	0	0	-5
CC1CCCCC1NC(=O)CSc1nnc(-c2ccccc2)n1N (stereo not given)	8	-1	-1	1	3.9	5	-1	-38	-3
CCOC(=O)CC(C#N)c1c[nH]c2ccccc12 (stereo not given)	11	-3	-12	2	-4.4	-8	-2	30	-1
CSc1nc2ccccc2n1CC(=O)N1CCCCC1	1	-5	16	1	0.3	1	8	17	-3
CS(=O)(=O)c1cccc(C(=O)Nc2nnc(C3=COCCO3)o2)c1	12	0	-11	2	-0.7	0	-3	0	2
O=C(NCc1ccco1)c1ccc([N+](=O)[O-])cc1Cl	-4	10	2	0	-2.1	1	0	4	-1
CC(C)CC(NC(=O)C(NC(=O)C1OC2OC(C)(C)OC2C2OC(C)(C)OC12)C(C)C)C(=O)O (stereo not given)	8	-6	-10	2	-0.7	7	9	0	1
COc1ccc(C(Cl)=C(C=O)c2ccc(OC)c(OC)c2)cc1OC	-1	-4	7	0	/	/	8	/	2
COC(=O)c1cc(CNC(=O)c2ccc(N3CCCC3)c([N+](=O)[O-])c2)ccc1OC	6	-4	-9	2	-1.7	-2	5	5	-1
CCCCCCCCN1C(=O)[C@H](CC(=O)NCc2ccc(OC)c(OC)c2)C[C@@]2(C(=O)OC)CCCCC=C12	2	-1	-13	1	/	/	-11	/	-4

Bioassay records as filed in PubChem BioAssay.
